Compound activity: PubChem BioAssay, several laboratories
HCV core dimer: inhibitors of HCV core protein dimerization, primary screen, biochemical, TR-FRET, high-throughput; TR-FRET GST/Flag-core106 dimerization, 1536-well; inhibition, % at 5 µM; 0.33% of 300,000 active;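 active = inhibition above the mean of all tested compounds plus 3 SD, set per screening campaign, cut at about 45% in these data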
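Test system: GST/Flag-tagged HCV core106 proteins; Medium: KF-containing HEPES buffer, pH 7.45, DTT, CHAPS, BSA; Times: compound-protein-antibody incubation 4 h at 22.5 °C; Detection: TR-FRET 671 and 617 nm emission; Benchmarks: wells lacking GST-core106 and wells with excess unlabelled core106.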
GRK2 aptamer HTS: compounds blocking aptamer binding on GRK2 – biochemical, human GRK2, bead flow cytometry, HTS, primary screen; FAM-aptamer displacement from GRK2; AID 488847, 2010; 0.59% of 330,000 active; inhibition of aptamer binding, % at 10 µM; Beta-adrenergic receptor kinase 1 (Homo sapiens), P25098;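 active = inhibition of aptamer binding above 40%, roughly 3 SD of noise, on plates passing a quality check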;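 note: median bead fluorescence of bound FAM aptamer so fluorescent compounds give negative values; no value below 0 was filed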
GASC-1 inh: inhibitors of GASC-1 histone demethylase, primary screen, biochemical, fluorescence, DELFIA europium. Lysine-specific demethylase 4C (Homo sapiens), Q9H3R0. GST-JMJD2C(1-420) H3K9me3 demethylation. inhibition, % at 2.35 µM. 0.069% of 330,000 active. AID 2099, 2009;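 active = more than half of a compound's replicate wells show inhibition beyond 50%, single wells judged on their own value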;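 note: signal counts dimethyl H3K9 product captured on neutravidin plate; 0% = median of DMSO wells and 100% = 0.3 times that DMSO median; strong numbers were not always called active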
proCasp7 act: procaspase-7 activators, primary screen, counter-screen for procaspase-3 activator project, biochemical, absorbance, HTS, human | Caspase-7 (Homo sapiens), P55210 | recombinant procaspase-7, Ac-DEVD-pNA absorbance 405 nm; D23A/D198A/D206A triple mutant, cannot self-cleave; scale: DMSO 0, 5 µM enzyme 100 | activation, % at 8.5 µM | 0.093% of 330,000 active;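 active = percent activation above the screen-wide mean plus 3 SD, cut at about 25% in these data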
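signal = Epi-absorbance of released pNA at 405 nm, two timepoints | assay system = Uncleavable procaspase-7 mutant enzyme | reagent = Ac-DEVD-pNA substrate, 400 µM as added | times = 1 h enzyme–compound preincubation and 2 h substrate reaction, both 25 °C | benchmarks = low DMSO alone, high DMSO plus 5 µM PC-7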
VLA-4 inh: inhibition in human VLA-4 binding assay, primary screen, VLA-4 allosteric modulator project, MLPCN library, flow cytometry, VLA-4 expressing cells | ligand binding flow cytometry | inhibition, % (about 7 µM as worked out from the volumes in the protocol) | 0.2% of 330,000 active | Integrin alpha-4 (Homo sapiens), P13612; in the data active = inhibition above about 50%
Target sequence (P13612 whole entry, looked up): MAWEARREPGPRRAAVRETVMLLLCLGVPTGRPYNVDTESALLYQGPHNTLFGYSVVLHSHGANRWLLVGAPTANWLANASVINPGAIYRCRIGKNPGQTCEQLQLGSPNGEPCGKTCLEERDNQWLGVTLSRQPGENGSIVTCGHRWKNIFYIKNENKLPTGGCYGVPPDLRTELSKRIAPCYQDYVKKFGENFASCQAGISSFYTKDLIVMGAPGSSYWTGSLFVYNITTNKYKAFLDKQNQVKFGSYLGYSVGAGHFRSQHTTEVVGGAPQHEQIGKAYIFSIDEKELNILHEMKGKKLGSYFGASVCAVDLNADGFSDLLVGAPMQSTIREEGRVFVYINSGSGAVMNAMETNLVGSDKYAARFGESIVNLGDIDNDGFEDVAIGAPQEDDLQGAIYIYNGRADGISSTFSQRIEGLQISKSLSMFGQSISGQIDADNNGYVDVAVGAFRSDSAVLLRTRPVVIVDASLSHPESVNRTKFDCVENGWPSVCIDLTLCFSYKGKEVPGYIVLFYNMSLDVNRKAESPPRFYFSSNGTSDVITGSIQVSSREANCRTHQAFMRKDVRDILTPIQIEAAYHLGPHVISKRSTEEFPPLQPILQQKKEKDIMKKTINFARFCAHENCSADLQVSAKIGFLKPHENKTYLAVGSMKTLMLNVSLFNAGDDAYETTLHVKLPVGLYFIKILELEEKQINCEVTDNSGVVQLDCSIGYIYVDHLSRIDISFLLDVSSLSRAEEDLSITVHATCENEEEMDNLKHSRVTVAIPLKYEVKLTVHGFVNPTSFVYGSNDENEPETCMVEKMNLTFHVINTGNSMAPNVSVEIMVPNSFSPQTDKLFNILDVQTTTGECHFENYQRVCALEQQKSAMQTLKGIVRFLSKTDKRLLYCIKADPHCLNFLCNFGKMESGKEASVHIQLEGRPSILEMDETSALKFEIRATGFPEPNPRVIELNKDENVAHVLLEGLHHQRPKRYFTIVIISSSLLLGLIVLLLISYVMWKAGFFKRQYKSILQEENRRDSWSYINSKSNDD
PP1 counter: PP1-alpha phosphatase inhibitors, primary screen, counter-screen for PP5 inhibitor project, biochemical, fluorescence, OMFP substrate, single point; 0.9% of 320,000 active; AID 2235, 2010; inhibition, % at 6.7 µM; purified PP1alpha; Serine/threonine-protein phosphatase PP1-alpha catalytic subunit (Homo sapiens), P62136;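 active = inhibition above the mean inhibition of all tested compounds plus 3 SD, computed separately for each screening campaign, cut at about 15% in these data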
CTSL1 counter: Fasciola hepatica cathepsin L1 inhibitors, primary screen, counter-screen for PFM18AAP inhibitor project, biochemical, QFRET, fluorogenic peptide substrate; recombinant F. hepatica cathepsin L1, Z-Leu-Arg-MCA fluorescence; inhibition, % at 5.96 µM; 0.49% of 300,000 active; AID 1906, 2009;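 active = inhibition above the mean of all tested compounds plus 3 SD, set per screening campaign, cut at about 17% in these data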;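 note: 0% = plate median of test compound wells and 100% = 1 µM Z-Phe-Ala-diazomethylketone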
procasp3 activ: activators of human procaspase-3 D3A mutant, primary screen, biochemical, absorbance, PC-3 D3A mutant, single concentration. Caspase-3 (Homo sapiens), P42574. recombinant procaspase-3 D3A, Ac-DEVD-pNA absorbance 405 nm. activation, % at 8.5 µM. 0.11% of 330,000 active. AID 463141, 2010;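 active = activation above the mean of all tested compounds plus 3 SD, cut at about 21% in these data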;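 note: 0% = DMSO alone and 100% = DMSO wells spiked with extra 5 µM PC-3 D3A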
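Test system: Procaspase-3 D3A mutant; medium: Zinc-free HEPES/NaCl buffer with 0.01% Triton X-100 at pH 7.4; reagent: DEVD-pNA substrate; doses: one concentration, 8.5 µM nominal, 0.8% DMSO; times: 1 h preincubation plus 2 h reaction at 25 °C; signal: Epi-absorbance at 405 nm of released p-nitroaniline, 0 and 120 min; replicates: singlicate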
PP5 inh: PP5 phosphatase inhibitors, primary screen, biochemical, fluorescence; Serine/threonine-protein phosphatase 5 (Homo sapiens), P53041; purified PP5c, OMFP substrate fluorescence; inhibition, % at 6.7 µM; 0.18% of 320,000 active;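 active = inhibition above the campaign's mean inhibition across all tested compounds plus 3 SD, cut at about 9.5% in these data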;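 note: 0% = DMSO only and 100% = 100 µM cantharidin control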
* = called active by the depositor; i = inactive; · = not tested or not shown.

Sequence of screens – HCV core dimer | GRK2 aptamer HTS | GASC-1 inh | proCasp7 act | VLA-4 inh | PP1 counter | CTSL1 counter | procasp3 activ | PP5 inh
> Nc1c(Cl)cc2c(c1Oc1ccccc1)C(=O)c1ccccc1C2=O
  -7 | 0 | 1 | 3 | -26 | -2 | 0 | 3 | 3.1
> O=C1N(CC(=O)N2CCc3ccccc32)CCN1Cc1ccc(Cl)cc1
  17 | 0 | 6 | 7 | 11 | -4 | 0 | 1 | 2.6
> CC1Cc2cc(/C(O)=C3/C(=O)C(=O)N(CCCn4ccnc4)C3c3ccncc3)ccc2O1 (centres undefined)
  -4 | 1 | 1 | -26 | -3 | -2 | -5 | -4 | 3.2
> C=CCn1c(=N)c(S(=O)(=O)c2ccc(C)c(C)c2)cc2c(=O)n3ccccc3nc21
  9 | 0 | 7 | -24 | 17 | -1 | -4 | 1 | 1.6
> Clc1ccc(C2[C@H]3CN(Cc4cccnc4)[C@H](c4ccccc4)C34CC2(c2cccnc2)C4)cn1 (some centres undefined)
  15 | 0 | -2 | 7 | -2 | 4 | 3 | 13 | 2.3
> COc1ccc(-c2csc(NC(=O)CC(C)C)n2)cc1
  2 | 0 | 8 | 8 | 8 | 0 | 3 | -3 | 3.5
> COc1cccc(OCc2cc(/C=N/n3cncn3)ccc2OC)c1
  17 | 0 | -12 | 13 | 8 | 4 | -1 | -13 | 1.8
> Cc1ccc(S(=O)(=O)N(CC(=O)NCC2CCCO2)c2cccc([N+](=O)[O-])c2)cc1 (centres undefined)
  -6 | 2 | 20 | -4 | 5 | -4 | 6 | 1 | 1.1
> Cn1cc(Br)c(C(=O)NC(=S)Nc2ccc(S(N)(=O)=O)cc2)n1
  1 | 0 | 8 | -6 | 2 | 1 | 4 | -13 | 1.0
> COc1ccc(NC(=S)Nc2ccc(S(N)(=O)=O)cc2)c(OC)c1
  1 | 0 | -10 | -13 | -4 | -2 | -4 | -1 | 0.8
> O=C(CC(Nc1ccc(F)cc1)C(=O)O)c1ccccc1 (centres undefined)
  6 | 4 | 91 | -37 | 5 | 0 | 1 | -26 | -1.1
> COC(=O)c1ccc(NC(=O)COc2ccc3c(c2)OCO3)cc1
  -13 | 0 | 3 | -7 | -28 | 2 | -2 | 0 | 0.7
> Cc1cc(=O)n2nc(N3CCC(C(=O)NCc4ccco4)CC3)sc2n1
  -14 | 3 | -2 | -5 | -1 | -2 | 1 | 2 | -1.2
> O=C(Oc1cccc(C(=S)N2CCOCC2)c1)c1cccc(Cl)c1
  13 | 0 | -2 | 1 | 4 | -3 | -3 | 0 | 2.2
> CN(C(=O)CCn1c(=S)oc2ccccc21)C1CCCCC1
  4 | 0 | -5 | 4 | 1 | -5 | 5 | -1 | 1.1
> O=C1C=C(Nc2cccc(Cl)c2)CC(c2ccco2)C1 (centres undefined)
  5 | 0 | -7 | 5 | 26 | -2 | 0 | 12 | 1.2
> Cc1ccc(S(=O)(=O)N2CCOCC2)cc1C(=O)N(Cc1nnc(-c2ccccc2Cl)o1)C1CC1
  4 | 44* | -2 | -9 | 12 | -3 | 0 | 2 | 0.6
> Cc1cc(C)c(NC(=O)CNC(=O)Cc2sc(C)nc2-c2ccc(F)cc2)c(C)c1
  -6 | 4 | 2 | -7 | -13 | 0 | -4 | -7 | 0.6
> CCOc1ccccc1C(=O)Nc1ccc2nc3n(c(=O)c2c1)CCCCC3
  7 | 2 | 13 | 1 | 0 | 4 | -1 | -3 | 2.3
> O=C(CC1C[C@H](C(=O)N2CCOCC2)[C@@]2(CCC3CCCC3)c3[nH]c4ccccc4c3CCN2C1=O)NCCC1=CCCCC1 (some centres undefined)
  · | 7 | 6 | 11 | -8 | · | · | -4 | ·
> CC(C)(C)c1ccc(C(=O)c2c[nH]c(C(=O)O)c2)cc1
  11 | 0 | 1 | 7 | 13 | 1 | -2 | 4 | -0.9
> CC(C)Cn1c(SCC(=O)N2CCc3ccccc3C2)nc2cc(Cl)ccc2c1=O
  10 | 3 | -8 | 0 | 0 | 1 | 5 | 0 | 0.1
> Clc1ccc2c(NCc3ccco3)ncnc2c1
  0 | 0 | -2 | 7 | 0 | -3 | -2 | 1 | -0.2
> O=C(O)CCC(=O)Nc1sc2c(c1C(=O)NCc1ccccc1)CCCC2
  -14 | 3 | 11 | -8 | -10 | -3 | -3 | -1 | 1.5
> CC(C)NC(=S)N1CCC(Cc2ccccc2)CC1
  0 | 1 | 1 | 2 | 5 | 1 | -2 | -3 | 0.1
> N/C(=N\OC(=O)c1ccc(Cl)c(Cl)c1)c1cccc(CSc2ccccn2)c1
  3 | 0 | -3 | 3 | 19 | -4 | 0 | -5 | -1.7
> COc1cc(C(=S)N2CCCC2)ccc1OC(=O)c1ccc(Cl)cc1[N+](=O)[O-]
  7 | 2 | 14 | -3 | 6 | -2 | -2 | -3 | 3.4
> COC(=O)CCCC1=CC2=CC(=O)C(C)(OC(=O)c3cccs3)C(=O)C2=CN1CCN1CCOCC1 (centres undefined)
  7 | 1 | 3 | -12 | 15 | -2 | 0 | 7 | 1.3
> CS(=O)(=O)N(CC(=O)NCc1ccc2c(c1)OCO2)Cc1ccccc1
  -1 | 0 | 0 | 2 | 10 | -3 | -1 | 6 | -0.8
> CCCc1n[nH]c(=O)[nH]1
  -4 | 6 | -3 | 7 | -2 | -3 | -2 | -2 | 0.6
> COc1cccc(CN(C)C(=O)c2ccccc2SCC(=O)N2CCCC2)c1
  -1 | 1 | 2 | 5 | -1 | 2 | 2 | -6 | 0.3
> O=C(CSc1nnnn1C1CCCCC1)N1CCOCC1
  -3 | 0 | -2 | -2 | 6 | -4 | -1 | -8 | 1.1
> COc1ccc(S(=O)(=O)Nc2cccc3c2O[C@H](CN(C)C(=O)Nc2ccc(C(F)(F)F)cc2)[C@@H](C)CN([C@H](C)CO)C3=O)cc1
  · | 2 | -1 | -2 | 9 | · | · | -1 | ·
> CCC(CC)C(=O)c1c[nH]c(C(=O)OC)c1
  0 | 3 | 1 | 1 | 2 | 1 | 14 | 8 | -8.2
> COC(=O)C(NNc1ccccc1)(NC(=O)c1ccc(F)cc1)C(F)(F)F (centres undefined)
  3 | 3 | -18 | 7 | -9 | -5 | -2 | -5 | 3.8
> O=C(NC1CCCCC1)C(c1ccccc1)N(C(=O)c1csnn1)C1CC1 (centres undefined)
  4 | 3 | -6 | 7 | 7 | -4 | 0 | 10 | 1.6
> CCn1cc(C(=O)NCc2ccc3c(c2)OCO3)c(=O)c2cc(F)c(N3CCN(C)CC3)cc21
  -12 | 0 | 1 | -4 | 10 | 3 | -1 | 0 | 4.0
> CCOC(=O)C1CCN(S(=O)(=O)c2cc(C(=O)OC)n(C)c2)CC1
  -3 | 4 | -7 | 4 | -3 | -1 | -3 | 3 | 1.1
> CC(C)(C)c1cc(C(=O)N/N=C/c2ccc([N+](=O)[O-])s2)n[nH]1
  -4 | 0 | 11 | -9 | -34 | 5 | 8 | -5 | 1.6
> COc1ccc(S(=O)(=O)N2CCCC(C(=O)NC3CC3)C2)cc1OC (centres undefined)
  -1 | 0 | 4 | 1 | 11 | -4 | 0 | 6 | -0.1
> CC(=O)c1sc(NC(=O)c2ccc(Cl)cc2)nc1C
  17 | 3 | -3 | -3 | -4 | -2 | 1 | 4 | 1.0
> Cc1nc(C)c(C(=O)C2=C(O)C(=O)N(CCN(C)C)C2c2cccs2)s1 (centres undefined)
  -6 | 0 | 22 | -1 | i | -5 | -1 | 4 | -1.9
> COc1ccc(NC(=O)CN(C)C(=O)c2cc(-c3ccc(OC)cc3)nc3ccccc23)cc1
  5 | 1 | 15 | -5 | -5 | 2 | -3 | -1 | 7.7
> COc1ccc(Cn2c(C3CC3)nc3ccc(NC(=O)c4ccco4)cc3c2=O)cc1
  18 | 0 | 30 | -1 | 2 | 1 | 4 | -13 | 1.5
> CCc1ccc(NC(=O)N(CCCN2CCOCC2)Cc2cccs2)cc1
  15 | 1 | 2 | -2 | 28 | -3 | -1 | 4 | 0.8
> COc1ccc(OC)c(NC(=O)C(CCS(C)(=O)=O)NC(C)=O)c1 (centres undefined)
  0 | 0 | -3 | 5 | 10 | -4 | 1 | -4 | 0.0
> CC1(C)CC(=O)C=C(c2cccc3c2Oc2ccccc2S3)C1
  · | 0 | -1 | -2 | -3 | -4 | · | -6 | -0.8
> O=Cc1ccc(OCC(=O)N2CCOCC2)cc1
  -4 | 1 | -2 | 0 | -1 | -1 | 2 | 1 | -0.2
> Cc1ccccc1S(=O)(=O)N(CC(O)CN1C(=O)NC(C)(C)C1=O)c1ccccc1 (centres undefined)
  -7 | 2 | -8 | -1 | 9 | 3 | -2 | -14 | 10*
> NC(=O)c1ncc(C(F)(F)F)cc1Oc1cccc(C(F)(F)F)c1
  -6 | 2 | 2 | 14 | 15 | -3 | -2 | 15 | 3.7
> O=[N+]([O-])c1ccc2c(OCc3nnc(-c4ccccc4Br)o3)ncnc2c1
  21 | 2 | 4 | 4 | -3 | 3 | 4 | 1 | 1.3
> O=S(=O)(/N=C(\[O-])C[n+]1ccccc1)c1ccc(Cl)cc1
  -1 | 2 | 3 | 3 | -1 | 0 | 0 | -7 | -0.6
> CCN=C1S/C(=C\c2ccc(N3CCOCC3)cc2C)C(=O)N1CC
  -1 | 0 | -15 | -3 | 1 | -1 | 2 | -7 | 2.4

3 entries from above, in CSV form:
compound,HCV core dimer,GRK2 aptamer HTS,GASC-1 inh,proCasp7 act,VLA-4 inh,PP1 counter,CTSL1 counter,procasp3 activ,PP5 inh
Cc1nc(C)c(C(=O)C2=C(O)C(=O)N(CCN(C)C)C2c2cccs2)s1 (centres undefined),-6,0,22,-1,i,-5,-1,4,-1.9
COc1ccc(NC(=O)CN(C)C(=O)c2cc(-c3ccc(OC)cc3)nc3ccccc23)cc1,5,1,15,-5,-5,2,-3,-1,7.7
COc1ccc(Cn2c(C3CC3)nc3ccc(NC(=O)c4ccco4)cc3c2=O)cc1,18,0,30,-1,2,1,4,-13,1.5
